TIM10 inh: growth inhibitors of TIM10 yeast strain; AID 463195; 1.4% of 330,000 active; inhibition, % at 10 µM; S. cerevisiae TIM10 strain growth, BacTiter-Glo luminescence, 24 h;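 active = inhibition of 40% or more at the single tested concentration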;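 note: wild-type TIM10 isogenic control strain grown at permissive 25 °C; 0% = DMSO yeast wells and 100% = minimal medium wells without yeast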
mIAP act: mouse IAP activation; muIAP, CDP-Star luminescence, 30 min; active compounds read high; 1 = vehicle-only enzyme signal, 0 = enzyme-free wells; activation factor at 10 µM; 0.24% of 330,000 active; AID 2805;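 active = activation factor of at least 2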; note: the source names both 10 and 20 µM as test concentration; values of inactives mirror those of a sister screen read the other way
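Assay system: mouse IAP enzyme / Compound: DMSO-dissolved test compounds / Timing: 30 min, room temperature / Measured by: luminescence from enzymatic CDP-Star hydrolysis / Control set: DMSO-only wells, enzyme-free buffer wells as negative control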
tim10-1 inh: growth inhibitors of tim10-1 mutant yeast | S. cerevisiae tim10-1 ts strain growth, BacTiter-Glo, 24 h | inhibition, % at 20 µM | 2.2% of 330,000 active | AID 463190;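 active = inhibition of at least 40%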;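 note: mutant grown at 25 °C; 0% = DMSO wells with yeast and 100% = wells holding no yeast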
hIAP activ: increases human intestinal alkaline phosphatase activity. P09923. purified human IAP, CDP-Star luminescence, 30 min; active compounds read high; 1 = vehicle-only enzyme, 0 = enzyme-free background. activation factor at 10 µM. 0.16% of 330,000 active. AID 2524;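 active = activation factor of the enzyme at least 2-fold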; note: the source names both 10 and 20 µM as test concentration; values of inactives mirror those of a sister screen read the other way
ATG4B inhibitor: ATG4B (human) cysteine protease inhibition | 0.51% of 340,000 active | ATG4B cleavage of LC3-PLA2, NBD-HPC fluorescence, 1 h | inhibition, % at 8.33 µM; in the data active = inhibition above about 40%
Apaf1 inhib: human Apaf-1 inhibition | O14727 | reconstituted apoptosome caspase-3 activity, DEVD-Rh110 fluorescence | inhibition, % at 20 µM | 0.71% of 330,000 active | AID 489030; active = inhibition of at least 40% at 20 µM;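 note: plate controls were DMSO wells for no effect and DEVD-CHO caspase inhibitor wells for full effect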
Target sequence (O14727 whole entry, looked up): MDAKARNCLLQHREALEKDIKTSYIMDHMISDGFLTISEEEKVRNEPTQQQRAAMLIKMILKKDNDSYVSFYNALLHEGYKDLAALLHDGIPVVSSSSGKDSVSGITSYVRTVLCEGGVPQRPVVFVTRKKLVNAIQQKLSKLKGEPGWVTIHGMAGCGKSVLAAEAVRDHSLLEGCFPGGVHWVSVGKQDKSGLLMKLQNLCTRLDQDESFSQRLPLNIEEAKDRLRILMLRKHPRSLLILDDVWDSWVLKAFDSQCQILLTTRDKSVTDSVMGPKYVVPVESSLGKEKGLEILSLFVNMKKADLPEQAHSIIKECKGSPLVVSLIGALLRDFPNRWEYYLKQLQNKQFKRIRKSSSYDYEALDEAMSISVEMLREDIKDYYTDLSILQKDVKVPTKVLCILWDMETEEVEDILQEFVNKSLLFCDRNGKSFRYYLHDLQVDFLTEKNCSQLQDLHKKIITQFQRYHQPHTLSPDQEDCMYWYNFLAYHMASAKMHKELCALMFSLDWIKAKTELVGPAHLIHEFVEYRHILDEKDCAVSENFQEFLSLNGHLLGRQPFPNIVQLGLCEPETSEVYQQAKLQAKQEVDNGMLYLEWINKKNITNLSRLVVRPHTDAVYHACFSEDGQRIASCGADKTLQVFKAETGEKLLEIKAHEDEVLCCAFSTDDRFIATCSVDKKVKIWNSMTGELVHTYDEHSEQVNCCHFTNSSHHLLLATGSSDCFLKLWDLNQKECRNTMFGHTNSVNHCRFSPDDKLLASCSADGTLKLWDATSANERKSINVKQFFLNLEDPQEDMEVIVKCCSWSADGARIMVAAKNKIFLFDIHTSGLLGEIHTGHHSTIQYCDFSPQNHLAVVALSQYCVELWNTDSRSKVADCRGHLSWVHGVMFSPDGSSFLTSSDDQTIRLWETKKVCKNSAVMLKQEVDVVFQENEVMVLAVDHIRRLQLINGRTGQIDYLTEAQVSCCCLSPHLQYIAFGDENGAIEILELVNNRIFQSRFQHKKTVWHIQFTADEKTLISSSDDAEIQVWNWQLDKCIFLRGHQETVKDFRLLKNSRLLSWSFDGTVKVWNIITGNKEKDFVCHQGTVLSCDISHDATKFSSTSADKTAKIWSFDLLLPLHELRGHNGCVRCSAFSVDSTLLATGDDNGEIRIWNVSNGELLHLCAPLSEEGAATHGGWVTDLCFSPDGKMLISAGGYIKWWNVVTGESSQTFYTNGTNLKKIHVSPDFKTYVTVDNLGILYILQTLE
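Material: biochemical Apaf-1 apoptosome reconstitution. Medium: Hepes buffer, pH 7.5. Also added: cytochrome c activation, bis-DEVD rhodamine 110 substrate. Timing: 30 min compound preincubation, 50 min activation, room temperature. Measured by: rhodamine 110 fluorescence at Ex 480/Em 540 nm.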
NLRP3 yeast inh: blocks the NALP3 inflammasome reconstituted in yeast; inhibition, % at 10 µM; AID 2825; Yeast reconstituted NLRP3/ASC/caspase-1, beta-gal luminescence, 24 h; 0.39% of 330,000 active;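 active = inhibition of 50% or more; inactive = inhibition below 50%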;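 note: plate controls were induced DMSO wells for no effect and uninduced yeast grown without galactose for full effect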
hIAP inh: blocks human intestinal alkaline phosphatase. purified IAP, CDP-Star luminescence, 30 min. inhibition, % at 10 µM. 0.12% of 330,000 active. AID 2544;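 active = inhibition reaching a set limit with compound at 10 µM in the primary screen, cut at about 35% in these data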;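 note: plate controls were DMSO wells with enzyme for no effect and no-enzyme buffer wells for full effect; values of inactives mirror those of a sister screen read the other way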
mIAP inh: mouse IAP inhibition; 0.2% of 330,000 active; purified mouse IAP, CDP-Star luminescence, 30 min; AID 2806; inhibition, % at 10 µM;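 active = inhibition of at least 40% at 10 µM in the primary screen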;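 note: plate controls were DMSO with enzyme for no effect and no enzyme wells for full effect; values of inactives mirror those of a sister screen read the other way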
Starred values were filed as active, the others as inactive; · = not tested or not shown.

SMILES	TIM10 inh	mIAP act	tim10-1 inh	hIAP activ	ATG4B inhibitor	Apaf1 inhib	NLRP3 yeast inh	hIAP inh	mIAP inh
Cc1ccc(C)c(NC(=O)Cn2nc(C(F)(F)F)cc2C2CC2)c1	12	0.96	-7	0.94	-13	10	16	6	4
CCn1c(=S)sc2c(=O)n(CC(=O)Nc3cccc(Cl)c3)c(C)nc21	18	0.93	27	1.1	5	23	17	-7	7
COc1ccccc1CNC(=O)c1cccc(NC(=O)c2ccccc2)c1	1	1.1	-2	1.2	11	18	9	-15	-14
Fc1ccc(NC(=S)N/N=C/c2ccc(F)c(F)c2)cc1	28	1	32	1	-6	7	19	-4	-1
O=C(c1ccc(Cl)cc1)N1CCc2ccccc21	-15	1	23	1	13	11	23	-4	-3
N#Cc1ccsc1NC(=O)CSc1ncnc2ccccc12	-28	0.93	9	1.1	-6	0	22	-15	7
Cc1ccc(Sc2cc(C(=O)NCCCN(C)C)c3ccccc3n2)cc1	0	0.99	27	1	2	7	14	-2	1
O=C(Nc1nc2cc3c(cc2s1)OCCO3)c1cccs1	24	0.99	10	1.1	-4	-3	33	-14	1
O=C(Cn1cc(C(F)(F)F)cc(Cl)c1=O)NCc1ccc(Cl)cc1	6	0.98	-37	1	-1	-7	21	0	2
Cc1nc2ccc(-c3nc4ccccc4o3)cc2[nH]1	47*	1	-1	1.1	-6	11	38	-6	-3
CCSc1nnc(Cn2c(=O)sc3ccccc32)n1C	-10	0.87	-1	0.84	-3	-8	5	16	13
Cc1ccc2[nH]c(=O)c(CN(CCc3ccccc3)C(c3nnnn3Cc3ccco3)C(C)C)cc2c1 (stereo not given)	27	0.97	11	1	-1	14	-6	-2	3
CC(C)Cc1ccc(CN2CCCC(NC(=O)CCN3CCCO3)C2)cc1 (stereo not given)	10	1.2	-10	1.1	-8	12	11	-9	-16
Cc1cc([N+](=O)[O-])nn1CC(=O)Nc1sc2c(c1C(N)=O)CCCC2	-2	0.92	12	0.97	-5	-5	-6	3	8
CCOC(=O)C(=O)Nc1ccc(Oc2ccccc2)cc1	6	0.93	9	0.91	-4	-10	-12	9	7
COc1ccc(-n2c(=S)[nH]c3cc(C(=O)NCc4ccccc4OC)ccc3c2=O)c(OC)c1	1	0.99	12	1	5	23	-18	-3	1
NC(=O)NC(CC(=O)OCC(=O)NC(=O)NCc1ccco1)c1ccc(Cl)cc1 (stereo not given)	4	0.99	4	0.93	-11	4	1	7	1
CC(C)CN1CCN(Cc2ccc3ncccc3c2)CC1CCO (stereo not given)	-13	1.1	16	1.1	9	-2	4	-5	-7
Cc1ccn(C(=O)c2cc3cc(Cl)ccc3oc2=O)n1	8	0.92	10	0.87	-3	-5	1	13	8
CCn1cc(C(=O)N2CCN(C(=O)c3ccco3)CC2)c2cc(OC)c(OC)cc2c1=O	8	1	4	1	2	1	6	-3	0
COCCNC(=O)c1c(N)sc2c1CCCC2	8	0.74	23	0.84	·	5	19	16	26
CC(=O)Nc1ccc(NC(=O)c2cc(-n3cnnc3)ccc2Cl)cc1	7	0.96	4	1	-5	-9	9	-4	4
O=C(COC(=O)CC1CC2CCC1C2)NCc1ccc(Cl)cc1 (stereo not given)	-5	1	2	1	-7	24	-5	-4	-2
COCCNC(=O)C(c1ccco1)N(C(=O)Cn1nnc2ccccc21)c1ccccc1C (stereo not given)	16	1	9	0.97	-5	-8	11	3	-2
Cc1cccc(Cn2ccc(-c3ccc(Cl)cc3)c(C#N)c2=O)c1	4	1.1	4	1.3	1	-2	13	-26	-7
CCc1ccc(N2CN(Cc3cccnc3)CNC2=S)cc1	22	1.1	14	1	-5	-19	8	-4	-7
COc1cc(/C=N/NC(=O)CC2(C)OCCO2)cc(Br)c1O	-5	1	5	0.95	-10	5	16	5	-1
COc1ccc(CNS(=O)(=O)c2ccc3c(c2)C(C)(C)C(=O)N3C)cc1	6	1	-4	0.88	4	6	4	12	-1
O=C(CN1CCN(S(=O)(=O)c2ccccc2)CC1)Nc1ccc2c(c1)CCC2	-6	1.1	36	1.1	-15	-21	0	-7	-8
O=C(COC(=O)CCc1ccc(S(=O)(=O)N2CCOCC2)cc1)Nc1ccc(Cl)cn1	5	0.99	22	0.95	2	8	-10	4	1

Rewritten field by field: two of the compounds above.
O=C(COC(=O)CCc1ccc(S(=O)(=O)N2CCOCC2)cc1)Nc1ccc(Cl)cn1
- TIM10 inh: 5
- mIAP act: 0.99
- tim10-1 inh: 22
- hIAP activ: 0.95
- ATG4B inhibitor: 2
- Apaf1 inhib: 8
- NLRP3 yeast inh: -10
- hIAP inh: 4
- mIAP inh: 1
COc1cc(/C=N/NC(=O)CC2(C)OCCO2)cc(Br)c1O
- TIM10 inh: -5
- mIAP act: 1
- tim10-1 inh: 5
- hIAP activ: 0.95
- ATG4B inhibitor: -10
- Apaf1 inhib: 5
- NLRP3 yeast inh: 16
- hIAP inh: 5
- mIAP inh: -1

The list goes on.
SMILES	TIM10 inh	mIAP act	tim10-1 inh	hIAP activ	ATG4B inhibitor	Apaf1 inhib	NLRP3 yeast inh	hIAP inh	mIAP inh
Clc1ccc(OCc2nc(-c3ccncc3)no2)c(Cl)c1	-10	0.85	-4	1	-11	19	22	-3	15
CC(C)(C)C(=O)NC(=S)Nc1ccccc1N1CCCC1	26	0.92	39	0.85	3	23	-28	15	8
Cc1ccc2cc3c(N)[nH]nc3nc2c1	6	0.76	5	0.96	-5	0	21	4	24
CC(C)Cc1nc2sc3c(SCC(N)=O)ncnc3c2c2c1CCC2	-37	1	-35	1	14	-13	8	0	-5
CCOc1cc(/C=C2\C(=N)N3N=CSC3=NC2=O)ccc1OS(=O)(=O)c1ccccc1	15	0.99	21	0.96	3	17	20	4	0
COc1ccc(C(C)=O)cc1CSc1nnc(SCc2cc(C(C)=O)ccc2OC)s1	9	0.89	-1	0.83	0	17	11	17	11
COc1cc2nc(NC(=O)c3ccco3)sc(=O)c2cc1OC	12	0.96	11	0.73	3	-16	12	27	4
CN1/C(=C\C(=O)CN2C(=O)NC3(CCCCCC3)C2=O)C(C)(C)c2ccccc21	21	0.94	21	1	-10	17	11	-4	6
CCCCNC(=S)N1CCC(Cc2ccccc2)CC1	3	1.1	15	1.1	2	18	35	-5	-8
O=C1CCN(Cc2ccccc2)C=C1c1ccc(Br)cc1	-1	0.97	1	0.93	8	-5	21	7	3
COc1ccccc1OCC(=O)Nc1ccc(S(=O)(=O)Nc2nccs2)cc1	-8	0.99	-1	1	-4	13	7	0	1
CCCOc1ccc2ccccc2c1/C=N/n1c(C)nnc1-n1nc(C)cc1C	10	0.98	1	1	-5	10	15	-2	2
Cc1ccc(C(=O)COC(=O)c2ccc(-c3cnc4ccccc4n3)cc2)cc1C	-7	1.1	-4	1.2	-4	7	7	-18	-11
CCN1C(=O)[C@@H]2[C@@H](c3ccc(-c4ccccc4)cc3)N3CCCC[C@@]3(C(=O)OC)[C@@H]2C1=O	13	0.91	16	0.89	-14	6	7	12	9
Cc1ccc(CCCNC(=O)C2CCC(=O)N(Cc3cccc(F)c3)C2)cc1 (stereo not given)	19	0.97	14	0.94	7	18	4	6	3

In the list so far, these have a CF3 group:
SMILES	TIM10 inh	mIAP act	tim10-1 inh	hIAP activ	ATG4B inhibitor	Apaf1 inhib	NLRP3 yeast inh	hIAP inh	mIAP inh
Cc1ccc(C)c(NC(=O)Cn2nc(C(F)(F)F)cc2C2CC2)c1	12	0.96	-7	0.94	-13	10	16	6	4
O=C(Cn1cc(C(F)(F)F)cc(Cl)c1=O)NCc1ccc(Cl)cc1	6	0.98	-37	1	-1	-7	21	0	2

Next section:
SMILES	TIM10 inh	mIAP act	tim10-1 inh	hIAP activ	ATG4B inhibitor	Apaf1 inhib	NLRP3 yeast inh	hIAP inh	mIAP inh
O=C(c1cc(-c2ccccn2)nc2c(Cl)cccc12)N1CCN(C(=O)C2CCCO2)CC1 (stereo not given)	15	0.82	22	1.1	-7	8	2	-7	18
CN(C)CCCN(C(=O)CCc1ccccc1)c1nc2ccc(Br)cc2s1	22	0.99	-19	1.1	-6	25	9	-10	1
O=C(COc1ccc2ccc(=O)oc2c1)NCCc1c[nH]c2ccc(F)cc12	0	1.1	-16	1.4	-11	4	6	-43	-11
CN1C(C(=O)NCC2CC2)CC2Cn3c(nc4cc(Cl)c(Cl)cc43)C21 (stereo not given)	7	1	10	0.97	-7	-1	14	2	-3
O=C(COC(=O)c1ccc(F)cc1)NCC1COc2ccccc2O1 (stereo not given)	-2	1.1	-16	1.2	-2	-3	12	-24	-5
COC(=O)CC(NC(=O)c1cccs1)c1ccc(OC)c(OC)c1 (stereo not given)	-6	0.95	2	1	9	-7	16	-2	5
CC(OC(=O)C1CC(=O)N(Cc2ccccc2)C1)C(=O)Nc1ccc(F)cc1Cl (stereo not given)	8	1	19	0.96	-3	0	7	4	0
Nc1nonc1C(=O)OCC(=O)N1CCCCC1	-6	1.1	10	1.1	1	-2	18	-7	-6
COc1ccc(-n2nc(C(=O)Nc3ccc4c(c3)OCO4)c3ccccc3c2=O)cc1	9	0.98	8	0.85	-2	9	27	15	2
CS(=O)(=O)Oc1ccc(Br)cc1/C=C1/N=C(c2ccco2)OC1=O	3	0.99	7	1	6	7	0	-1	1
CN(C(=O)c1ccccc1)c1ccccc1C(=O)NCCc1ccccc1	-8	1	-10	1.1	-2	-5	10	-11	0
COc1cc(/C=N/NC(=O)c2ccncc2)ccc1OC(=O)c1ccc([N+](=O)[O-])cc1	19	0.97	17	0.92	-11	5	-14	8	3
O=C(CN1CCOCC1)N/N=C/c1c(O)ccc2ccccc12	22	0.97	46*	1	-3	-3	28	-2	2
NC(=S)N/N=C/c1ccc(C23CC4CC(CC(C4)C2)C3)cc1	-7	0.8	-24	0.96	6	32	64*	4	20
CS(=O)c1ccccc1COC(=O)Nc1ccc(Cl)cc1 (stereo not given)	3	1.1	-8	1	-3	0	11	-1	-6
NC(=O)C1CCN(C(=O)CCc2ccsc2)CC1	9	1	-3	0.88	-12	6	-14	12	-1
CCc1cc(C(=O)Cc2nc3ccccc3s2)c(O)cc1OCC(=O)O	5	0.9	9	1.3	1	-6	2	-35	10
O=c1c2ccccc2nc(SCc2nnc(-c3ccccc3Br)o2)n1-c1ccccc1	4	0.96	-13	0.9	45*	3	6	10	4
Cc1ccc(S(=O)(=O)NCCCN2CCOCC2)cc1C	-25	0.98	14	1.1	-1	7	7	-9	2
Cc1ccc(C(=O)C(SC(C)(C)C)n2cncn2)cc1 (stereo not given)	-8	0.94	-107	1.1	-5	1	24	-12	6
O=C(Nc1ccc2c(c1)OCCO2)C1CCN(c2cnccn2)CC1	-15	1	-1	1.1	-6	3	13	-6	-4
Cc1ccc2cccc(S(=O)(=O)NC3CCS(=O)(=O)C3)c2n1 (stereo not given)	4	1	-7	1.1	-1	-9	18	-13	-2
Cc1ccc(N=Nc2c(O)[nH]c(=O)[nH]c2=O)cc1S(=O)(=O)Nc1ccc(Br)cc1	-9	0.81	-1	0.98	2	11	14	2	19
O=C1CN(S(=O)(=O)c2ccc([N+](=O)[O-])cc2)CC(=O)N1	3	0.94	-9	0.88	-12	3	-9	12	6
CN(Cc1cccc(F)c1)C(=O)CN1CCN(S(=O)(=O)c2ccc3c(c2)OCCCO3)CC1	16	1	17	0.97	-13	4	13	3	-2
COc1ccc(CC(=O)Nc2ccc(N3CCN(c4ccc(OC)cc4)CC3)c(C#N)c2)cc1	-31	1.3	-18	1.2	-11	13	14	-21	-29
C/C=C/c1ccc(OCC(=O)OCC2=C(C(=O)OCC)C(C)NC(=O)N2)c(OC)c1 (stereo not given)	6	1	19	1.1	0	13	18	-8	-3
Cc1ccc(NS(=O)(=O)c2ccc(NC(=O)C3CC3)cc2)cc1C	18	1	9	1.1	-8	5	20	-10	-4

High-throughput results as filed in PubChem.
